Source: PubChem (National Center for Advancing Translational Sciences (NCATS))
Tb PYK inh: qHTS of Trypanosoma Brucei Inhibitors; pyruvate kinase (Trypanosoma brucei), Q57TT1; TbPYK enzyme, Kinase-Glo Plus ATP luminescence, 45 min; Potency, µM (doses to about 76.8 µM), without a hit: at the top dose activity, negative = inhibition, hits mostly inhibitors; 410,000 compounds, 0.12% hits; note: potency is the fitted concentration of half-maximal effect; % is set by controls: 0 for no effect and ±100 for the full control effect; nearly all actives have a fitted effect of over 50% in size
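ADP (130 uM final) triggers the TbPYK reaction after compound addition; incubation is 45 min at room temperature. Kinase-Glo Plus is then added and luminescence imaged. Normalized data are fitted to concentration-effect curves.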
Pf growth 48h: Primary qHTS for delayed death inhibitors of the malarial parasite plastid, 48 hour incubation | P. falciparum luciferase growth in erythrocytes, 48 h | Potency, µM (top dose mostly 28.7 µM), for the others: at the highest dose activity change, negative = inhibition, actives largely listed as inhibitors | 310,000 compounds, 5.9% hits | AID 504832, 2011; note: potency is the fitted concentration of half-maximal effect; % is set by controls: 0 for no effect and ±100 for the full control effect
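Here the parasites carry a stable luciferase gene and grow inside erythrocytes in Albumax-based RPMI medium with compound for one erythrocytic cycle. Activity is scored as loss of luminescent signal.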
Cycloheximide cs: Cycloheximide Counterscreen for Small Molecule Inhibitors of Shiga Toxin; cell reporter, cycloheximide protein synthesis inhibition counterscreen; max response, %; 300,000 compounds, 12% hits; in the data active = max response mostly above about 13%, no sharp cut-off; inactive = mostly below about 14%; note: read at 38.3 µM for the half of the compounds with a filed dose; 0% is about no effect
AMA1 RON2 block: qHTS for Inhibitors of AMA1-RON; Towards Development of Antimalarial Drug Lead: Primary Screen; Plasmodium falciparum AMA1 (3D7) - RON2 peptide interaction; Potency, µM (titrated, usually from 58.2 µM), without a hit: at the top dose activity change, negative = inhibition, actives largely listed as inhibitors; AID 720542, 2013; AlphaScreen AMA1-biotinylated RON2 peptide binding; 360,000 compounds, 0.2% hits;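 note: potency is the fitted concentration of half-maximal effect; 0% = vehicle wells and -100% = peptide control; nearly all actives have a fitted effect of over 45% in size; some results filed as inactive show a strong effect at the top dose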
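AMA1 (3D7) with his tag at 25 nM final met compounds first, then biotinylated RON2 peptide at 25 nM; detection used donor plus acceptor beads, 10 µg/mL apiece, read by AlphaScreen after 30 min at room temperature.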
Shiga toxin inh: A qHTS for Small Molecule Inhibitors of Shiga Toxin; inhibition, % at 38.7 µM; 290,000 compounds, 9.2% hits; Vero cells, Shiga toxin protein synthesis inhibition reporter; in the data active = inhibition mostly above about 28%, no sharp cut-off; inactive = mostly below about 43%; note: 0% is about no effect
Pf growth 96h: Primary qHTS for delayed death inhibitors of the malarial parasite plastid, 96 hour incubation | P. falciparum luciferase reporter growth, 96 h | Potency, µM (highest dose often 28.7 µM), inactives show top-dose activity change, negative = inhibition, most hits filed as inhibitors | 320,000 compounds, 6.9% hits | AID 504834, 2011; note: potency is the fitted concentration of half-maximal effect; % is set by controls: 0 for no effect and ±100 for the full control effect
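P. falciparum expressing integrated firefly luciferase grown in erythrocytes (2% hematocrit, 0.05% parasitemia final) with compounds for 96 hours at 37 C, 5% CO2. Growth inhibition read as loss of luminescence after adding luciferase detection reagent.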
LmPK inh: qHTS Assay for Inhibitors of Leishmania Mexicana Pyruvate Kinase (LmPK) | Q27686 | purified LmPK, Kinase-Glo ATP luminescence, 1 h | Potency, µM (doses to about 57.5 µM), for inactives: at the top dose activity change, negative = inhibition, actives largely listed as inhibitors | 290,000 compounds, 0.37% hits; note: potency is the fitted concentration of half-maximal effect; % is set by controls: 0 for no effect and ±100 for the full control effect
Target sequence (Q27686 whole entry, looked up): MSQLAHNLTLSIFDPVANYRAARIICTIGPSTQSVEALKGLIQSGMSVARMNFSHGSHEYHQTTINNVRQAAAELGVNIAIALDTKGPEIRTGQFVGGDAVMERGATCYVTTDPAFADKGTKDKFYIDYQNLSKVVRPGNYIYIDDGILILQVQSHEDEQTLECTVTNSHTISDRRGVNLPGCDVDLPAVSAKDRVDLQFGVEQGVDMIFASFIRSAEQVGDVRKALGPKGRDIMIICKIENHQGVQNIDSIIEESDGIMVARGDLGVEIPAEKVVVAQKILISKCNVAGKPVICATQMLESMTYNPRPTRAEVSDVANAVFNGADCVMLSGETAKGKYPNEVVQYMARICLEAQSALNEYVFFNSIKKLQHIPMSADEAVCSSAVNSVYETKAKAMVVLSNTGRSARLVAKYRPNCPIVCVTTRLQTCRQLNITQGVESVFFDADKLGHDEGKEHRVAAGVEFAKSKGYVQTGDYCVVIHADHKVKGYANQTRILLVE
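0.1 nM LmPK, 0.5 mM PEP, 0.1 mM ADP; 50 mM imidazole pH 7.2, 7 mM MgCl2, 50 mM KCl; 1 h RT. Kinase-Glo luminescence readout, normalized to no-enzyme (full inhibition) and uninhibited wells.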
Starred values were filed as active, the others as inactive; ? = inconclusive; · = not tested or not shown; & = joins results of further samples; [ ] = remark or other dose. Unless noted, calls come from the whole dose curve; as a rule, active = well fitted curve in the direction sought with a large enough effect; inconclusive = small, poorly fitted or top-dose-only effect, or another doubt; inactive = no such curve, though single readings can be large; an effect the other way counts as inactive or inconclusive.

| item | Molecule | Tb PYK inh | Pf growth 48h | Cycloheximide cs | AMA1 RON2 block | Shiga toxin inh | Pf growth 96h | LmPK inh |
| --- | --- | --- | --- | --- | --- | --- | --- | --- |
| 1 | N/C(=N\OC(=O)c1ccccc1)c1ccccn1 | ? | -35% | -8 | -8% | -20 | ? | 4.5µM* |
| 2 | CCS(=O)(=O)Nc1ccc2c(c1)OCO2 | -2% | 17% | 2 | -11% | 21 | 27% | -3% |
| 3 | CN(C)CCNc1nc2c(c(=O)[nH]c(=O)n2C)n1CCOc1ccccc1 | 6% | · | -4 | 27% | 20 | 2% | 2% |
| 4 | O=C1Nc2cc(C(=O)NCCCN3CCCC3)ccc2S/C1=C\c1ccccc1 | 4% | 9.3µM* | 3 | -22% | -5 | -1% | 1% |
| 5 | COc1ccc(NC(=O)CN(C)C(=O)CCCN2C(=O)c3cccc4cccc(c34)C2=O)cc1 | 2% | -13% | · | -3% | · | 1% | · |
| 6 | COC(=O)c1c(C)nc2nonc2c1N | 0% | 34%[activator] | 2 | 0% | -8 | -2% | 2% |
| 7 | CCC(Cc1ccccc1)NC(=O)C1CCCCC1 (centres undefined) | -3% | 6% | 5 | 12% | · | ? | 5% |
| 8 | Cc1c(C(=O)NCc2cccnc2)oc2ccc(S(=O)(=O)N3CCC4(CC3)OCCO4)cc12 | -11% | ? | -1 | 0% | -8 | · | -4% |
| 9 | COc1ccc2c(CN3CCN(S(=O)(=O)c4cccs4)CC3)cc(=O)oc2c1 | -8% | ? | 11 | 0% | 9 | ? | 3% |
| 10 | Cc1cc(C)cc(NC(=O)N2CCCC2C(=O)Nc2ccc(-n3cnnn3)cc2)c1 (centres undefined) | 1% | · | -3 | -5% | 3 | -8% | 0% |

Part of the list above, with one line to a screen.
7) CCC(Cc1ccccc1)NC(=O)C1CCCCC1 (centres undefined)
8) Cc1c(C(=O)NCc2cccnc2)oc2ccc(S(=O)(=O)N3CCC4(CC3)OCCO4)cc12
9) COc1ccc2c(CN3CCN(S(=O)(=O)c4cccs4)CC3)cc(=O)oc2c1
10) Cc1cc(C)cc(NC(=O)N2CCCC2C(=O)Nc2ccc(-n3cnnn3)cc2)c1 (centres undefined)
compound no.,7,8,9,10
Tb PYK inh,-3%,-11%,-8%,1%
Pf growth 48h,6%,?,?,·
Cycloheximide cs,5,-1,11,-3
AMA1 RON2 block,12%,0%,0%,-5%
Shiga toxin inh,·,-8,9,3
Pf growth 96h,?,·,?,-8%
LmPK inh,5%,-4%,3%,0%

Back to the main list; the five compounds before the break are reprinted first.
| item | Molecule | Tb PYK inh | Pf growth 48h | Cycloheximide cs | AMA1 RON2 block | Shiga toxin inh | Pf growth 96h | LmPK inh |
| --- | --- | --- | --- | --- | --- | --- | --- | --- |
| 6 | COC(=O)c1c(C)nc2nonc2c1N | 0% | 34%[activator] | 2 | 0% | -8 | -2% | 2% |
| 7 | CCC(Cc1ccccc1)NC(=O)C1CCCCC1 (centres undefined) | -3% | 6% | 5 | 12% | · | ? | 5% |
| 8 | Cc1c(C(=O)NCc2cccnc2)oc2ccc(S(=O)(=O)N3CCC4(CC3)OCCO4)cc12 | -11% | ? | -1 | 0% | -8 | · | -4% |
| 9 | COc1ccc2c(CN3CCN(S(=O)(=O)c4cccs4)CC3)cc(=O)oc2c1 | -8% | ? | 11 | 0% | 9 | ? | 3% |
| 10 | Cc1cc(C)cc(NC(=O)N2CCCC2C(=O)Nc2ccc(-n3cnnn3)cc2)c1 (centres undefined) | 1% | · | -3 | -5% | 3 | -8% | 0% |
| 11 | CCN(CC(=O)Nc1cc(C)on1)CC(=O)Nc1ccccc1C(F)(F)F | -5% | -28% | · | 59%[activator][11.6 µM] | · | 11% | · |
| 12 | CCCCn1c(NC(C)CC)nc2c1c(=O)[nH]c(=O)n2C (centres undefined) | 3% | ? | -1 | 0% | -11 | 4.7µM* | 3% |
| 13 | CC1(C)CC(=O)C2=C(C1)N(Cc1cccnc1)C(=O)C2(NC(=O)C1CC1)C(F)(F)F (centres undefined) | -8% | 1% | -3 | -7% | -10 | 24% | -4% |
| 14 | Cc1ccc(CNc2ncccc2-c2nc3cc(Cl)ccc3o2)cc1 | 0% | 32% | 5 | 24% | -3 | 0% | 5% |
| 15 | Cc1c(NC(=O)c2ccc(CC(C)C)o2)c(=O)n(-c2ccccc2)n1C | -5% | -14% | 1 | -3% | -2 | ? | 7% |
| 16 | CC1(C)CC(NCCC(c2ccccc2)c2ccco2)CCO1 (centres undefined) | -3% | 12% | 14 | -20% | -8 | -21% | -4% |
| 17 | CCOC(=O)C1C2NC(=O)N(Cc3ccccc3)C1(C)Oc1c(OC)cccc12 (centres undefined) | 0% | ? | -4 | -1% | -2 | ? | 2% |
| 18 | Cc1cccc(N2CCN(S(=O)(=O)c3ccc4c(c3)NC(=O)CO4)CC2)c1C | -13% | -14% | -11 | 0% | -10 | ? | -3% |
| 19 | O=C(CN1C(=O)C(c2ccccc2)Oc2cccnc21)NCc1ccccc1F (centres undefined) | -14% | ? | 17 | -16% | 9 | 9.3µM* | 0% |
| 20 | CCNC(=O)c1ccc(C2SCC(=O)N2Cc2ccco2)cc1 (centres undefined) | 3% | ? | 17 | -8% | 90 | ? | 4% |
| 21 | O=C(CSc1nc2ccccc2c(=O)n1-c1ccccc1)c1c[nH]c2ccccc12 | 7% | ? | 1 | -6% | -19 | ? | 1% |
| 22 | Cc1[nH]c2ccc(C(=O)O)cc2c1C | 1% | · | 7 | -3% | 19 | 1% | 4% |
| 23 | COc1ccc(Cc2nn[nH]n2)cc1 | 0% | 2% | -1 | 2% | 8 | 16% | 1% |
| 24 | C#CCOCCOCCOCCNc1nc(N2CCN(C(=O)[C@H]([C@@H](C)CC)n3cc(CCCCN)nn3)CC2)nc(N2CCN(C(=O)[C@H](CCCCN)n3cc(CC(C)O)nn3)CC2)n1 (some centres undefined) | 5% | -1% | · | -3% | · | 74%[activator] | · |
| 25 | COc1ccccc1NC(=O)Cn1cc(C#N)c2ccccc21 | -8% | · | -2 | 1% | -17 | -100% | 0% |
| 26 | Nc1nc(N2CCOCC2)nc2ccccc12 | 5% | 4% | -3 | -5% | -19 | · | 1% |
| 27 | C/C=C/c1ccc(OCC(=O)OCc2csc(CC(=O)Nc3ccccc3C)n2)c(OC)c1 | 0% | -13% | 2 | 14% | -7 | -5% | -3% |
| 28 | CC(C)(C)OC(=O)N1CCOCCOCCN(C(=O)OC(C)(C)C)CCOCCOCC1 | -1% | ? | 8 | 22% | 2 | · | 5% |
| 29 | Cc1ccc2c(CN3CCN(Cc4ccccc4)CC3)cc(=O)oc2c1 | -2% | ? | -7 | -9% | 18 | ? | 2% |
| 30 | CCOc1ccc(C(=O)Nc2ccc3c(c2)OCCO3)cc1OC | 5% | 122%[activator] | 20* | -5% | 63* | 51%[activator] | -22% |
| 31 | CCOC(=O)N1CCN(C(=O)c2cnc3n(c2=O)CCS3)CC1 | -2% | -8% | 2 | 10% | -18 | · | -9% |
| 32 | COc1ccc(C(=O)N2CCN=C2SCc2cccnc2)c(OC)c1 | -3% | · | -7 | -1% | -19 | 1% | 1% |
| 33 | COCCNC(=S)N1CCN(c2cccc(C)c2C)CC1 | 2% | 2% | 19 | -3% | -8 | ? | 2% |
| 34 | CCCn1nc(C(=O)OCC(=O)c2ccccc2)c2ccccc2c1=O | -2% | 0% | -2 | -22% | -3 | 13% | -6% |
| 35 | COc1cccc(C(=O)Nc2sc3c(c2C(=O)O)CCCC3)c1 | 0% | 29% | 37* | 0% | 104* | 59%[activator] | 3% |
| 36 | CC(=O)c1ccc(N(CC(=O)NC2CCCCC2)C(=O)CNC(=O)c2ccco2)cc1 | -4% | 37%[activator] | -6 | 14% | -5 | 20% | -3% |
| 37 | O=C(Nc1ccccc1N1CCOCC1)C1CCN(S(=O)(=O)c2cccc(C(F)(F)F)c2)CC1 | 3% | -16% | -1 | -9% | -2 | ? | 2% |
| 38 | COc1ccc(CN2CCC(n3nccc3NC(=O)CCOc3ccccc3)CC2)cc1C | 8% | 54%[activator] | 0 | 14% | -12 | ? | -2% |
| 39 | CCOC(=O)c1csc(NC(=O)CSc2nnnn2-c2ccc3c(c2)OCCO3)n1 | 5% | ? | 1 | -9% | 7 | ? | 9% |
| 40 | O=C1CSC(c2ccccc2)N1c1ccc([N+](=O)[O-])cc1 (centres undefined) | 0% | ? | -4 | -2% | 24 | -25% | 0% |
| 41 | Cc1ccccc1N1Cc2ccccc2C1 | -9% | ? | 1 | 6% | 1 | -18% | 3% |
| 42 | Cc1cccn2c(=O)nc(SCC(=O)N3CCC(Cc4ccccc4)CC3)nc12 | 0% | ? | · | 5% | · | ? | · |
| 43 | O=C(O)c1ccc(SCc2cnc(Cl)s2)cc1 | -12% | -8% | -2 | -1% | -12 | 57%[activator] | -1% |
| 44 | CS(=O)(=O)CCSc1ncccc1C(=O)NCc1cccs1 | -4% | 13% | 1 | -1% | -3 | 37%[activator] | -7% |
| 45 | Cc1csc(SCC(=O)Nc2cc(C(C)(C)C)nn2-c2ccccc2)n1 | -1% | 7.4µM* | -3 | -7% | -6 | ? | 4% |
| 46 | O=C(Cn1nnc(-c2ccccc2F)n1)NCc1ccco1 | 4% | 46%[activator] | 12 | -7% | 29 | 8% | 0% |
| 47 | Cc1ccc(S(=O)(=O)N2CCN(C(=O)[C@H](Cc3ccccc3)NC(=O)c3ccco3)CC2)cc1C | 1% | ? | · | -12%[11.6 µM] | · | ? | · |
| 48 | Cc1cccc(NC(=O)C(=O)NCCCN2CCOCC2)c1 | 2%&4% | 3% | 15 | 6% | 25 | ? | 6% |
| 49 | CCOC(=O)c1c(C)[nH]c(C)c1S(=O)(=O)N1CCN(c2ccc([N+](=O)[O-])cc2)CC1 | 2% | -7% | 7 | -7% | 2 | -5% | 1% |
| 50 | Cc1cc(=O)oc2cc(O)c(N=Nc3ccccc3)cc12 | 3% | ? | -3 | 0% | -6 | 32%[activator] | 2% |
| 51 | O=C1C2C3C=CC(CC3)C2C(=O)N1c1ccccc1 (centres undefined) | 3% | 34%[activator] | -2 | 15% | -18 | ? | 11% |
| 52 | COc1ccc(-n2ncc3c2CC(C)(C)CC3NC(=O)c2ccnn2C)cc1 (centres undefined) | -5% | 0% | 24 | -9% | 28 | 36%[activator] | -2% |
| 53 | CCN1CCc2c(sc(NC(=O)c3cc4ccccc4cc3OC)c2C(N)=O)C1 | 5% | 9.3µM* | -8 | 16% | -23 | ? | 3% |
| 54 | CCCOc1ccc(C(=O)CCC(=O)OCC(=O)Nc2ccc(Oc3ccccc3)cc2)cc1 | · | 9% | 0 | · | -3 | -12% | -2% |
| 55 | Cc1nc2ccc(C(=O)N(C)CC3CCCN(CCc4ccc(Cl)cc4)C3)cc2[nH]1 (centres undefined) | -5% | ? | -3 | 6% | -8 | ? | -3% |
| 56 | Cc1ccccc1CC1(CO)CCCN(C(=O)c2ccc(F)cc2)C1 (centres undefined) | -10% | -12% | 1 | -8% | -13 | ? | 1% |
